EPAC1 ag: activates human EPAC1 exchange factor; O95398; EPAC1 agonist qHTS, biochemical assay; response scale: 100% = response to 6.5 mM cAMP; Potency, µM (doses to about 154 µM), for inactives: top-dose activation, most hits filed as activators; hit rate 0.073% among 360,000; AID 720707; further: potency means the concentration at half of the fitted maximal effect; nearly all actives have a fitted effect of over 60% in size
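Fluorescent GDP-exchange assay: 100 nM EPAC1 with 250 nM Rap1B preloaded with BODIPY-GDP and 50 uM GDP; compounds tested as concentration series, 5 min at room temperature, then read every 5 min for 30 min (ex 480/em 540 nm); normalized to 6.5 mM cAMP.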
CCT chaperon mod: modulators of cytosolic chaperonin (CCT/TRiC) activity; purified chaperonin ATPase assay, HTRF ADP detection, 30 min; activity change, % (concentration not given with the values), hits read low; hit rate 0.3% among 360,000; AID 651819; in the data active means activity change below about -30%; further: on the % scale 0 is the no-effect control and ±100 the full control effect
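TRiC at 40 or 20 nM final (batch-dependent) in 30 mM Tris pH 7.4, 100 mM KCl, 5 mM MgCl2, 1 mM DTT, with compound at single 76 uM and 10 uM ATP, 30 min at 37 deg C. ADP detected by HTRF Transcreener, 665/615 ratio.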
EPAC2 antagonist: antagonists of human EPAC2; Q8WZA2; EPAC2 GEF exchange of Rap1B-BODIPY-GDP, fluorescence; Potency, µM (doses to about 114 µM), for the others: at the top dose activity, negative = inhibition, actives largely listed as inhibitors; hit rate 0.18% among 360,000; further: potency means the concentration at half of the fitted maximal effect; on the % scale 0 is the no-effect control and ±100 the full control effect; nearly all actives have a fitted effect of over 45% in size; many of its hits are not listed in these tables
WRN inhibitor: blocks human WRN helicase; Q14191; WRN helicase unwinding, fluorescent forked duplex, kinetic; Potency, µM (highest dose often 114 µM), without a hit: top-dose activity change, negative = inhibition, hits mostly inhibitors; hit rate 0.46% among 360,000; AID 651768; further: potency means the concentration at half of the fitted maximal effect; on the % scale 0 is the no-effect control and ±100 the full control effect; nearly all actives have a fitted effect of over 55% in size
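Fluorescence dequenching readout, ex 525 nm/em 598 nm, kinetic mode: forked duplex DNA (100 nM final) with adjacent fluorophore and quencher unwound by WRN (20 nM final) with 2 mM ATP. Compound preincubation 15 min, room temperature.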
PI5P4Ka inh: blocks human PI5P4K alpha kinase activity | P48426 | PI5P4Kalpha enzyme, ADP-Glo luminescence, 60 min; stronger effect = lower value | max response, % | hit rate 1.2% among 330,000 | AID 652105; active means max response of -50% or lower; inconclusive means between -30% and -50%; inactive means -30% or higher; further: value at the top dose of about 77 µM; on the % scale 0 is the no-effect control and ±100 the full control effect
Target sequence (P48426 whole entry, looked up): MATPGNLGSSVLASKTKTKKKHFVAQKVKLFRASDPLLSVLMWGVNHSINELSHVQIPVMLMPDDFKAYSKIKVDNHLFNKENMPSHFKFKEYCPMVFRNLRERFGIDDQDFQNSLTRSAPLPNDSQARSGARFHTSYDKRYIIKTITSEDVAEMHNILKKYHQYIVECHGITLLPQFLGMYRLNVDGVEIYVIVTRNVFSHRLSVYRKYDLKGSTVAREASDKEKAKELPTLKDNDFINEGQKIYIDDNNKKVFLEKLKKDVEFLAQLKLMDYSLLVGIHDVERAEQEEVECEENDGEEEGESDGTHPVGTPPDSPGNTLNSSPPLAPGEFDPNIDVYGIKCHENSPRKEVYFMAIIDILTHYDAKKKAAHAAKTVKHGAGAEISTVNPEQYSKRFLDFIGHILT
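Human PI5P4Kalpha with substrate in 0.038 M HEPES pH 7.4, 0.28 mM EGTA, 0.1% CHAPS, 5% DMSO; reaction started with 5 microM ATP (final), 60 min at room temperature. ADP formed read by ADP-Glo luminescence.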
PLK1 PBD block: PLK1 (human) polo-box domain binding inhibition; hit rate 2.8% among 360,000; Plk1 PBD binding of FITC phosphopeptide, fluorescence polarization; Potency, µM, for the others: max response, negative = inhibition, hits mostly inhibitors; P53350; further: potency means the concentration at half of the fitted maximal effect; series mostly up to about 57 µM; on the % scale 0 is the no-effect control and ±100 the full control effect; nearly all actives have a fitted effect of over 65% in size
Target sequence (P53350 whole entry, looked up, the tested form may be a part): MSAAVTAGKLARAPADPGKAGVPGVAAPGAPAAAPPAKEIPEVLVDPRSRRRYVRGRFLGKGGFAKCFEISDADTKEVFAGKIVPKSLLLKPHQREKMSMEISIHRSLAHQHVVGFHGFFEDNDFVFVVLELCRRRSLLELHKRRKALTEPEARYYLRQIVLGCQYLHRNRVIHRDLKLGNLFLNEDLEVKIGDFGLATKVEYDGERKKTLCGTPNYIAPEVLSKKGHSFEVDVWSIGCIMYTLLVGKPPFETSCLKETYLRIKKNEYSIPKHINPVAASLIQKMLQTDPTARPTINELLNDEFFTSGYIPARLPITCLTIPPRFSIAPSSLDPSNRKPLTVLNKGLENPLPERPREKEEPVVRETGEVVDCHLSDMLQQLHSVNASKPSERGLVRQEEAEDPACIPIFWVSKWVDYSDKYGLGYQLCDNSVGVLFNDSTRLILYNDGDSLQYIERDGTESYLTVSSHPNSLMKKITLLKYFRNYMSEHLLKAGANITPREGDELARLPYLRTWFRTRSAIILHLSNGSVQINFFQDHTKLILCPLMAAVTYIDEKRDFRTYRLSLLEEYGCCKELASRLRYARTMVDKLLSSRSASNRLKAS
EPAC1 antagonist: EPAC1 (human) antagonism. hit rate 0.14% among 360,000. EPAC1 GEF assay, Rap1b-BODIPY-GDP exchange fluorescence. O95398. Potency, µM (doses to about 115 µM), for inactives: top-dose activity change, negative = inhibition, usual class: inhibitors;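 further: potency means the concentration at half of the fitted maximal effect; plate controls were vehicle for no effect and positive control for full effect; nearly all actives have a fitted effect of over 50% in size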
Mm-Cpn inhibitor: inhibitors of Methanococcus maripaludis chaperonin (MmCpn). AID 504842. hit rate 0.031% among 330,000. Potency, µM (highest dose often 76.9 µM), inactives show at the top dose activity, negative = inhibition, actives largely listed as inhibitors. purified Mm-Cpn ATPase, ADP Transcreener TR-FRET; further: potency means the concentration at half of the fitted maximal effect; on the % scale 0 is the no-effect control and ±100 the full control effect; nearly all actives have a fitted effect of over 80% in size
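Purified archaeal chaperonin (25 nM final) was preincubated with compound for 10 min at 37°C, then ATP (10 uM final) was added for 30 min at 37°C in Tris pH 7.4/KCl/MgCl2/DTT buffer. ADP was quantified by HTRF Transcreener TR-FRET.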
Numbers without * were called inactive; u = inconclusive; x = no result given; [ ] = dose if it differs, or a comment. Unless noted, the call rests on the fitted dose curve; in most records, active means well fitted curve in the direction sought with a large enough effect; inconclusive means small, poorly fitted or top-dose-only effect, or another doubt; inactive means no such curve, though single readings can be large; an effect the other way counts as inactive or inconclusive. An excerpt, so the mix of outcomes need not match the whole.

The line under a structure holds: EPAC1 ag, CCT chaperon mod, EPAC2 antagonist, WRN inhibitor, PI5P4Ka inh, PLK1 PBD block, EPAC1 antagonist, Mm-Cpn inhibitor
O=C1[C@H]2[C@@H](c3ccccc3)N[C@]3(CCCN(Cc4ccco4)C3=O)[C@H]2C(=O)N1Cc1ccccc1
 : -9%, -0.4, 1%, 2%, -12, -3%, 8%, x
Cc1cc(OC(C)C(=O)N(Cc2ccco2)C2CCS(=O)(=O)C2)ccc1Cl (configuration not stated)
 : 7%, -1.7, -1%, 1%, 3, -2%, -6%, -5%
CCSC1=C(C#N)C2(CCCCC2)C(C#N)=C(N)N1
 : 4%, -0.3, -5%, -2%, -12, -10%, -2%, 4%
CCN=C1SC(C(=O)Nc2ccc(Cl)c(Cl)c2)CC(=O)N1CC (configuration not stated)
 : -3%, 1.8, 2%, 9%, 7, -13%, 7%, 0%
CCOc1cc(/C=N/NC(=O)c2cc(-c3ccccc3)nc3ccccc23)ccc1O
 : -6%, 0.9, 17%, -15%[57.1 µM], 1, 2%, 15%, -1%
Cc1oc2c(C)c3oc(=O)c(CC(=O)N[C@@H](CC(C)C)C(=O)N[C@@H](Cc4ccccc4)C(=O)O)c(C)c3cc2c1C
 : 0%, 0.8, 4%, -4%, 3, u, -17%, 1%
O=C(NCCNC(=O)c1cc(Cl)ccc1Cl)c1ccccn1
 : -1%, 1.9, -25%, 3%, 0, 2%, 6%, 0%
O=C1CCCCC1Nc1ccc2ccccc2c1 (configuration not stated)
 : -3%, -2.2, u, -4%, 7, -12%, -17%, x
Cc1ccc(Sc2ccc(C(=O)N3CCOCC3)cc2[N+](=O)[O-])cc1
 : -6%, -3.2, -12%, 2%, -9, 0%, -19%, 0%
Cc1noc(NS(=O)(=O)c2ccc(N/C=C\C(=O)c3cccs3)cc2)c1C
 : -3%, 2.6, -17%, -17%, -3, -16%, -4%, -5%
CCN(CC)CCNC(=O)c1cc2c(=O)n(C)c3ccccc3c2n1C
 : -7%, -0.1, 9%, 4%, 1, -6%, u, -4%
CN(C)S(=O)(=O)c1cccc(C(=O)N2CCN(Cc3ccccc3)CC2)c1
 : -13%, -0.5, -1%, 1%, 4, -5%, -7%, 0%
N#Cc1c(-c2ccccc2Cl)c2c([nH]c1=O)-c1ccccc1OC2
 : -6%, -2.1, -7%, -22%, -7, u, -18%, 1%
O=C(CNCc1cccs1)Nc1ccc(OC(F)(F)F)cc1
 : -8%, -4.1, -7%, -15%, 3, 0%, -3%, -1%
Cc1c(C)n(C)c2ccc(C(=O)Nc3cccc4ccccc34)cc12
 : 20%, -2.7, 2%, -16%, -4, -2%, -3%, u

The line under a structure holds: EPAC1 ag, CCT chaperon mod, EPAC2 antagonist, WRN inhibitor, PI5P4Ka inh, PLK1 PBD block, EPAC1 antagonist, Mm-Cpn inhibitor
[O-][N+]12CC[N+]([O-])(CC1)c1ccccc12
 : 0%, 1.0, 2%, -27%[57.1 µM], -3, -7%, 0%, 0%
CCOC(=O)/C(C#N)=C/c1c(Oc2cccc(C)c2)nc2c(C)cccn2c1=O
 : 2%, -1.6, 24%, 8%, -1, 1%, 6%, 0%
CSc1ccccc1OCc1cc(C(=O)NCc2cnc(C)cn2)no1
 : -5%, -4.0, -2%, 1%, -6, -3%, -2%, 2%
CCC(=O)Nc1ccc(C(=O)CSc2nnc(-c3ccc(NS(=O)(=O)CC)cc3)o2)cc1OC
 : -1%, 0.0, 9%, 0%, u, -1%, 3%, 0%
Cc1ccc(Cl)cc1NC(=O)COC(=O)CCN1C(=O)C2CC=CCC2C1=O (configuration not stated)
 : 1%, -2.1, -20%, -21%, 0, -4%, -5%, 1%
Cc1cccc(OCc2nnc(SCC(=O)N3CCN(C(=O)c4ccco4)CC3)n2C)c1C
 : -2%, 2.0, 8%, 2%, x, 2%, 3%, -5%
c1ccc(-c2cc3c(N4CCCCC4)ncnc3s2)cc1
 : 16%, -0.1, 2%, 2%, 0, -9%, 14%, -6%
Cc1onc(-c2ccccc2)c1CNS(=O)(=O)c1ccccc1
 : -4%, 1.0, 6%, -8%, -2, -1%, 23%, -24%
Cc1noc(C)c1C(=O)OCC(=O)c1cc(C)n(Cc2ccccc2Cl)c1C
 : 12%, -1.1, -2%, -9%, x, 1%, u, 1%
COc1ncnc2c1ncn2CCCNCc1ccccc1
 : -6%, 0.7, -1%, -3%, 0, -3%, -1%, x
CCOC(=O)c1cc(-c2ccccc2C)nn1Cc1cc(C)no1
 : -21%, 1.3, u, -6%, 0, 0%, -19%, 0%
Cc1ccc(CNC(=S)NC2CCC(C(C)(C)C)CC2)cc1 (configuration not stated)
 : -9%, 1.0, 5%, -9%, 0, -12%, -13%, 0%
O=C(NNC(=O)c1ccccc1[N+](=O)[O-])Nc1ccccc1C(F)(F)F
 : 0%, 2.2, -1%, 6%, 1, -10%, -7%, -1%
CC1CCCN(C(=O)CSc2nnc(-c3cccnc3)n2C2CCCCC2)C1 (configuration not stated)
 : -7%, 0.5, 12%, -4%, x, 0%, 3%, 0%
O=C(O)CN1CCCCCC1=O
 : 1%, -3.0, 18%, 5%, 0, 3%, -14%, -3%

The line under a structure holds: EPAC1 ag, CCT chaperon mod, EPAC2 antagonist, WRN inhibitor, PI5P4Ka inh, PLK1 PBD block, EPAC1 antagonist, Mm-Cpn inhibitor
Cc1ccc(CNCc2cccnc2)cc1
 : -5%, -2.4, 1%, 10%, 0, -15%, 15%, 0%
NC(=O)c1cc(Cl)ccc1OCC(=O)Nc1ccc2c(c1)OCO2
 : 4%, 0.9, 4%, -2%, -9, -8%, -12%, -1%
Cc1cccc(N/C=C/c2onc(C)c2[N+](=O)[O-])c1
 : -4%, -0.1, -4%, 8%, 1, -7%, -18%, x
CC(=O)Nc1ccc(S(=O)(=O)NCCC(=O)OCC(=O)c2ccc(Br)cc2)cc1
 : 1%, -1.1, 1%, -5%, -12, -5%, 5%, -1%
COC(=O)Cn1c(O)c(N=NC(=O)CNC(=O)c2ccc3c(c2)OCCO3)c2ccccc21
 : -8%, 1.8, 14%, -11%, 2, -36%, 3%, 3%
O=C(CSc1ccccc1F)NCCCN1CCCC1=O
 : 20%, 0.2, 6%, -4%, -7, -11%, -1%, 2%
COc1cc(N2N=C(c3ccccc3)CC2c2ccccc2)c(C=O)cc1C=O (configuration not stated)
 : -2%, -1.4, 1%, 9%, 2, -11%, u, 0%
CCOC(=O)CN(c1cc([N+](=O)[O-])ccc1OC)S(C)(=O)=O
 : 12%, -0.8, 6%, 5%[57.1 µM], 0, -6%, 0%, 3%
CCNc1ccc(C(=O)OCC(=O)Nc2cc(C)on2)cc1[N+](=O)[O-]
 : -4%, -0.8, 2%, -4%, -1, -4%, -4%, 1%
CNc1cc(-c2ccc(OC)nc2)ncn1
 : 20%, -0.5, -1%, 8%, 0, -6%, 3%, x
O=C(Nc1nccs1)C1C2CC3OC(=O)C1C3C2 (configuration not stated)
 : 16%, -1.7, 2%, 6%, -8, 0%, 0%, -2%
CCCCn1c(N)c(N(CC(C)C)C(=O)c2cc(-c3ccc(OC)c(OC)c3)nc3ccccc23)c(=O)[nH]c1=O
 : -25%, 1.5, 3%, -13%, 2, -2%, -1%, -2%
COc1ccc(OC)c(N(C(=O)c2ccco2)C(C(=O)NC2CCCC2)c2cc(OC)c(OC)c(OC)c2)c1 (configuration not stated)
 : 4%, 0.8, 1%, 3%, 4, 4%, 6%, 0%
COC(=O)c1sc(C(C)(C)C)cc1CS(=O)(=O)c1ccccn1
 : -7%, -1.4, -10%, -1%, 0, 0%, -5%, -1%
CCC1(c2ccccc2)NC(=O)N(CC(=O)NNC(=O)c2ccc(F)cc2)C1=O (configuration not stated)
 : -11%, -1.3, 5%, 1%, 2, -6%, 6%, 1%

The line under a structure holds: EPAC1 ag, CCT chaperon mod, EPAC2 antagonist, WRN inhibitor, PI5P4Ka inh, PLK1 PBD block, EPAC1 antagonist, Mm-Cpn inhibitor
Cc1cc(C)c(NC(=O)CN(C)C(=O)CCC(=O)c2ccc(C)s2)c(C)c1
 : -4%, -2.6, 1%, -1%, -6, -13%, 3%, 0%
CCn1cc(C(=O)Nc2ncccc2O)c(=O)c2cc(F)c(N3CCN(C(=O)c4ccco4)CC3)cc21
 : 10%, 1.9, -5%, -2%[11.6 µM], 2, 2%, -5%, 0%
CCCCCSc1nnc2c(n1)OC(C)N(C(C)=O)c1ccccc1-2 (configuration not stated)
 : -6%, -1.9, 26%, -1%, 0, -16%, 4%, -2%
CC(=O)c1ccc(OCc2cc(C(=O)N(C)Cc3nc4c(C)cccc4[nH]3)no2)cc1
 : 17%, -0.3, 5%, -3%, 3, 1%, -14%, 1%
COc1ccccc1NC(=O)COC(=O)c1cc(C)oc1C
 : 10%, -0.7, -11%, -9%, -1, -3%, -1%, 3%
Cc1ccc(Cl)cc1NC(=O)COC(=O)CN1C(=O)C2CCCCC2C1=O (configuration not stated)
 : -10%, 1.0, 2%, 7%, 1, 1%, -8%, 0%
O=C(CN(C(=O)CCC(=O)Nc1nccs1)c1ccc(F)cc1)NCc1ccc(F)cc1
 : 2%, 0.6, 7%, -3%, 1, -9%, 23%, -1%
CC1CCN(C(=O)COC(=O)C2CCN(S(=O)(=O)c3ccc4c(c3)OCCO4)CC2)CC1
 : 23%, 5.3, 9%, 1%, 4, -3%, 1%, 0%
COc1ccc(-c2cnc(SCC(=O)Nc3nc(C(C)(C)C)cs3)n2Cc2ccco2)cc1
 : 3%, -0.4, -8%, -19%, -4, 4%, -16%, u
CCCCNC(=O)/C=C1\Sc2ccccc2NC1=O
 : -6%, -3.2, 12%, 0%, -7, -10%, 10%, -1%
COc1cccc(NC(=O)c2ccccc2N2C(=O)C3C4C=CC(C5CC45)C3C2=O)c1 (configuration not stated)
 : 12%, -1.5, 11%, 5%, 6, -13%, -2%, 0%
CC(C1CC2CCC1C2)n1c(-c2cccs2)n[nH]c1=S (configuration not stated)
 : 5%, -1.2, u, -12%, -4, -8%, -14%, -1%
CC(C)n1cnc2c(Nc3ccc(C(=O)O)cc3)nc(Cl)nc21
 : 6%, -1.6, 5%, 1%, u, -21%, -6%, 0%
CC(NC(=O)C1CCC(CNc2c(N3CCCCC3)c(=O)c2=O)CC1)c1ccccc1 (configuration not stated)
 : -1%, -1.2, 11%, u, -9, -12%, 5%, -4%

Screening results (PubChem BioAssay)
